# CHO parental Ca: signal in parental CHO cells, OX1R antagonist counter-screen; inhibition, % at 5.6 µM; parental CHO-K1, ATP-induced calcium, Fluo-8 fluorescence; hit rate 0.63% among 330,000;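 active means inhibition above that plate's mean sample inhibition plus 3 SD, cut at about 26% in these data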;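 further: 0% = ATP-challenged DMSO wells and 100% = DMSO wells without ATP; some compounds past the cut are filed as inactive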
#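 Material: Parental CHO cells | Reagent: ATP | Compound dosing: Single nominal dose of 5.6 µM per compound | Detection: Intracellular calcium via Fluo-8 no-wash fluorescent dye | Read-out: % inhibition of ATP-induced calcium mobilization | Benchmarks: Low control ATP plus DMSO, high control DMSO only | Replicates: Singlicate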
# M1 ag parental: M1 agonist counterscreen hit in parental CHO-K1 cells; Fluo-8 calcium fluorescence; scaled to maximal ATP response, vehicle zero; activation, % at 3 µM; hit rate 0.48% among 360,000; AID 602248; in the data active means activation above about 15%;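 further: untransfected CHO-K1 host cells lacking M1 receptor as counterscreen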
# OXTR potentiator: human OXTR potentiation; P30559; CHO-OTR cells, Fluo-8 calcium fluorescence, potentiator mode; 0% = oxytocin EC15, 100% = EC100; activation, % at 3 µM; hit rate 0.061% among 320,000; AID 2445;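 active means activation above that plate's cutoff, the mean activation of tested compounds plus 3 SD, cut at about 6.6% in these data, passing the limit was not always enough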;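 further: 100% uses oxytocin at 75 nM as the full agonist control; some results filed as inactive read as strong as hits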
# Target sequence (P30559 whole entry, looked up): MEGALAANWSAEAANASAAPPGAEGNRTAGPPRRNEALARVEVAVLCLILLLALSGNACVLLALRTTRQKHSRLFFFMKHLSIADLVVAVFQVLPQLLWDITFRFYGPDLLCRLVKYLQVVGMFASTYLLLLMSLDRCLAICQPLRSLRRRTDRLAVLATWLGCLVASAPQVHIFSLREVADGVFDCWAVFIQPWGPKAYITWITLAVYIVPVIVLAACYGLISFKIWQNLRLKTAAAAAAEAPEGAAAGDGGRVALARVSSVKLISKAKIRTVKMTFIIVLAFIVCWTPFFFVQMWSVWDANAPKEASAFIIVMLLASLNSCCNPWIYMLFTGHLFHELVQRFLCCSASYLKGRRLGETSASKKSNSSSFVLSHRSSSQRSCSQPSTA
#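 Assay system: CHO-OTR cells, human receptor / Also added: oxytocin at about EC15, sub-maximal agonist stimulus / Dosing: single dose, 3.0 µM nominal final compound concentration / Incubation: 6 min pre-incubation, 100 s read / Technique: Fluo-8 calcium dye fluorescence / Read-out: % activation vs EC15 and EC100 oxytocin / Benchmarks: EC15 oxytocin low, 75 nM oxytocin high / Replicates: singlicate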
# CHO-K1 Ca antag: nonselective inhibitor or artifact in parental CHO-K1 cells. ATP-induced calcium, Fluo-8 fluorescence. inhibition, % at 3 µM. hit rate 0.6% among 360,000. AID 602250;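 active means inhibition above a per-plate cutoff, the plate's mean sample inhibition plus 3 SD, cut at about 24% in these data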;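 further: 0% = DMSO plus EC80 ATP and 100% = DMSO alone without ATP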
# CHRM1 agonist: agonists of human M1 muscarinic receptor; CHO-K1 hM1, Fluo-8 calcium fluorescence, agonist mode; 0% DMSO, 100% acetylcholine EC100; hit rate 0.33% among 360,000; P11229; activation, % at 3 µM; AID 588814;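 active means activation above the run's mean compound activation plus 3 SD, cut at about 16% in these data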;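 further: peak over basal fluorescence ratio within a 140 s kinetic read after compound addition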
# M1 PAM: potentiates human M1 receptor response to acetylcholine; P11229; CHO-K1 hM1, Fluo-8 calcium fluorescence, ACh EC20; 0% = ACh EC20, 100% = maximal ACh; activation, % at 3 µM; hit rate 0.088% among 360,000; in the data active means activation above about 19%, passing the limit was not always enough
# M4 antag: antagonists of human muscarinic M4 receptor (CHRM4) | CHO-hM4 cells, ACh EC80, Fluo-8 calcium fluorescence | inhibition, % at 3 µM | hit rate 0.73% among 360,000 | AID 624125;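 active means inhibition above its plate's cutoff, the mean inhibition of sample wells plus 3 SD, cut at about 27% in these data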;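 further: 0% = acetylcholine EC80 with DMSO and 100% = DMSO without agonist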
# Target sequence (P08173 whole entry, looked up): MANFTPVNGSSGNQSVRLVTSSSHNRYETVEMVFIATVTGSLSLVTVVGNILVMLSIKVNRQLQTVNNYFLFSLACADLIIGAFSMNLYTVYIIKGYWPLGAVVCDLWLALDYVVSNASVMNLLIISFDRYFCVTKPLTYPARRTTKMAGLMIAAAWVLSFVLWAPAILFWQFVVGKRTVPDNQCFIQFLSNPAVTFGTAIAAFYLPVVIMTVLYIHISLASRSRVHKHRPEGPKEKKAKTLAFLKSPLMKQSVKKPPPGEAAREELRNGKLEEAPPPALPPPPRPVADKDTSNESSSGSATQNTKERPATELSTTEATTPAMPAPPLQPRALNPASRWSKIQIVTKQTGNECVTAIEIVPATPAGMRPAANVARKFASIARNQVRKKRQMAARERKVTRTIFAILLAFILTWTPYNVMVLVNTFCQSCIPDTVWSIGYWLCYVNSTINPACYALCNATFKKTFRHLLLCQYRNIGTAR
# M1 antag: blocks human M1 muscarinic receptor. CHO-K1 hM1, Fluo-8 calcium fluorescence, ACh EC80 antagonist. inhibition, % at 3 µM. hit rate 1.3% among 360,000;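 active means percent inhibition above its own plate's cutoff, namely the mean of that plate's compound wells plus 3 SD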;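 further: peak over basal fluorescence ratio during 140 s after agonist addition; 0% = ACh EC80 plus DMSO and 100% = DMSO alone without agonist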
# CHRM4 agonist: agonists of human muscarinic M4 receptor (CHRM4) | CHO-K1 hM4/Gqi5, Fluo-8 calcium fluorescence; vehicle 0%, full acetylcholine response 100% | P08173 | hit rate 0.14% among 360,000 | activation, % at 3 µM | AID 624127;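 active means activation above the run mean over all test wells plus 3 SD, cut at about 32% in these data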;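 further: peak over basal fluorescence ratio per well then scaled between controls; 0% = DMSO wells and 100% = acetylcholine at EC100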
# Active calls of the source: *; . = not tested or not shown.
# A first look (7 entries):
# Results follow in this order: CHO parental Ca, M1 ag parental, OXTR potentiator, CHO-K1 Ca antag, CHRM1 agonist, M1 PAM, M4 antag, M1 antag, CHRM4 agonist
CC(=O)N(C(C)=O)c1ncc2c([nH]c3ccccc32)c1C#N
    3, -0.2, -1, -11, -1, 9, 2, -10, 3
COc1ccccc1C(=O)NC1CCCCCCC1
    -16, -0.6, -14, -17, -5, -2, -3, 3, -1
N#Cc1ccc(NC(=O)c2cccs2)nc1
    3, 0.7, 3, -24, -2, 7, 3, -7, 0
CC1(C)S[C@@H]2C(C(=O)OCc3ccccc3)NC(=O)N2C1C(=O)OCc1ccccc1 (stereo not given in full)
    -9, 1.5, -10, -4, -4, -17, 9, 22, 3
CNC(=O)COC(=O)c1ccccc1Oc1ccccc1
    0, 0.1, -5, 29*, -3, -2, -12, 5, 0
CCN1CCN(c2nc(N(C)c3ccccc3)nc(N)c2[N+](=O)[O-])CC1
    -9, 0.1, -2, -4, -9, -1, -10, 6, 0
CCCOc1ccccc1C1NC(=O)NC(C)=C1C(=O)OCCOC(C)C (stereo not given)
    -12, 0.4, -4, -13, -7, 6, -6, -29, 1

# The listing, previewed entries included:
# Results follow in this order: CHO parental Ca, M1 ag parental, OXTR potentiator, CHO-K1 Ca antag, CHRM1 agonist, M1 PAM, M4 antag, M1 antag, CHRM4 agonist
CC(=O)N(C(C)=O)c1ncc2c([nH]c3ccccc32)c1C#N
    3, -0.2, -1, -11, -1, 9, 2, -10, 3
COc1ccccc1C(=O)NC1CCCCCCC1
    -16, -0.6, -14, -17, -5, -2, -3, 3, -1
N#Cc1ccc(NC(=O)c2cccs2)nc1
    3, 0.7, 3, -24, -2, 7, 3, -7, 0
CC1(C)S[C@@H]2C(C(=O)OCc3ccccc3)NC(=O)N2C1C(=O)OCc1ccccc1 (stereo not given in full)
    -9, 1.5, -10, -4, -4, -17, 9, 22, 3
CNC(=O)COC(=O)c1ccccc1Oc1ccccc1
    0, 0.1, -5, 29*, -3, -2, -12, 5, 0
CCN1CCN(c2nc(N(C)c3ccccc3)nc(N)c2[N+](=O)[O-])CC1
    -9, 0.1, -2, -4, -9, -1, -10, 6, 0
CCCOc1ccccc1C1NC(=O)NC(C)=C1C(=O)OCCOC(C)C (stereo not given)
    -12, 0.4, -4, -13, -7, 6, -6, -29, 1
Cc1noc(C)c1COC(=O)COc1ccc2c(C)cc(=O)oc2c1
    -3, 0.4, -10, -5, -3, 6, -5, -4, 0
CN1C(=O)C2(NCCc3c2[nH]c2ccccc32)c2ccccc21 (stereo not given)
    -9, 0.3, -2, 5, -2, 2, -14, 5, 0
COc1ccc(C(=O)NN2CCOCC2)cc1[N+](=O)[O-]
    15, 1.2, -5, -11, 1, 15, -6, -19, 1
N#CCCN1CCN(S(=O)(=O)c2cc(Cl)ccc2Cl)CC1
    -6, -0.2, -10, -6, -5, 3, 4, 4, 0
CC(C)Nc1cc(C(F)(F)F)nc(-c2ccccn2)n1
    -8, 0.6, 5, 0, -4, -5, 7, 9, 0
OCCNCc1ccc(OCc2ccc(Cl)cc2Cl)cc1
    3, 2.8, -9, -2, -4, -1, 4, 0, 10
COC(=O)c1sccc1NC(=O)c1ccc(Br)o1
    -18, 0.4, -18, 4, -4, 6, 6, -1, -1
CNC(=S)N1N=C(c2ccc(Br)cc2)CC1c1ccc(OC)cc1 (stereo not given)
    -19, 0.6, -2, -9, -10, 5, -3, 3, -1

# 4 entries from above, as comma-separated lines:
Compound,CHO parental Ca,M1 ag parental,OXTR potentiator,CHO-K1 Ca antag,CHRM1 agonist,M1 PAM,M4 antag,M1 antag,CHRM4 agonist
CC(=O)N(C(C)=O)c1ncc2c([nH]c3ccccc32)c1C#N,3,-0.2,-1,-11,-1,9,2,-10,3
COc1ccccc1C(=O)NC1CCCCCCC1,-16,-0.6,-14,-17,-5,-2,-3,3,-1
N#Cc1ccc(NC(=O)c2cccs2)nc1,3,0.7,3,-24,-2,7,3,-7,0
CC1(C)S[C@@H]2C(C(=O)OCc3ccccc3)NC(=O)N2C1C(=O)OCc1ccccc1 (stereo not given in full),-9,1.5,-10,-4,-4,-17,9,22,3

# (continued)
# Results follow in this order: CHO parental Ca, M1 ag parental, OXTR potentiator, CHO-K1 Ca antag, CHRM1 agonist, M1 PAM, M4 antag, M1 antag, CHRM4 agonist
COCCn1c(CN2CCN(C)CC2)nc2c1c(=O)n(C)c(=O)n2C
    ., -0.4, ., 3, -4, -6, 4, 5, 0
Cc1cccc(NC(=O)CSc2nncn2-c2ccccn2)c1
    -9, 0.7, -1, -7, -1, 19, 1, -24, 4
CC(C)(C)NC(=O)NCC1CCCC1NC(=O)NC(C)(C)C (stereo not given)
    -10, 0.6, -6, -14, -4, 8, -3, -2, 1
Cc1nc2ccccc2n1CC(=O)NC1CCCCCC1
    10, 6.5, -4, -3, 1, 1, 13, -17, 9
Cc1ccccc1C=O
    -6, -0.3, -1, -7, -1, 13, 5, -12, 1
COC(=O)c1cc(-c2cccc([N+](=O)[O-])c2)c2c(=O)n(C)c(=O)n(C)c2n1
    -3, 1.1, -2, -8, -3, 8, 1, -10, 0
N#Cc1cc(-c2ccccc2)cnc1Cl
    1, 1.1, -1, 3, -6, 2, 6, -6, 0
NC(=O)c1ccc(NC(=O)COC(=O)CCC2CCCC2)cc1
    ., 0.6, ., -3, 5, -4, -5, 1, 2
O=C(Cn1cnc2ccccc2c1=O)NCCC(=O)Nc1ccc2c(c1)OCCO2
    -22, 0.8, 4, -16, -4, 6, 2, -2, 0
O=C(Nc1ccc(N2CCCCC2)cc1)c1cncc(Br)c1
    -11, 0.4, -6, 10, -2, 6, -6, -8, 6
S=c1cn[nH]c2ccccc12
    ., 0.8, ., -9, 0, 9, -2, -13, 1
CCOc1ccccc1NC(=O)COc1coc(CN2CCCc3ccccc32)cc1=O
    -14, 0.8, -15, 12, -4, 6, -6, 6, 9
COc1ccccc1N1CCN(CC(=O)c2ccc3ccn(C(C)=O)c3c2)CC1
    -15, 2.6, -9, -3, -4, 1, -20, -3, 9
CSC1=NCCN1S(=O)(=O)c1ccc2ccccc2c1
    -16, 0.9, -5, 5, -10, 7, 3, -6, 1
CCOC(=O)c1c(-c2ccc(C)o2)csc1NC(=S)NC(=O)c1cccs1
    -12, 1.3, -10, -5, -6, 3, -5, -3, 4

# The list continues:
# Results follow in this order: CHO parental Ca, M1 ag parental, OXTR potentiator, CHO-K1 Ca antag, CHRM1 agonist, M1 PAM, M4 antag, M1 antag, CHRM4 agonist
Cc1cc(C)cc(N(C(=O)c2csnn2)C(C(=O)NC(C)(C)C)c2ccncc2)c1 (stereo not given)
    -3, -0.3, -8, -18, -6, 11, 0, -2, 0
COc1ccc2sc(-c3ccc(SC)cc3)c(C#CC(C)(C)O)c2c1
    -47, -0.7, -3, -19, -4, 5, -8, 3, 1
COc1ccc(CN(C)C2CCCCC2)cc1
    7, 0.9, 1, -17, -8, 4, 14, -4, 1
Cc1cc(OCCn2ccnc2)ccc1C(C)C
    -8, 2.3, -3, -12, -6, 0, -13, -2, 2
O=C(COc1nsnc1N1CCOCC1)Nc1ccc(Cl)cc1
    -4, 1.2, -5, 4, -8, 3, 2, 1, 2
CC(C)C(=O)Nc1nnc(SCC(=O)N2C(C)CCCC2C)s1 (stereo not given)
    1, 0.8, -3, 14, -4, 14, -3, -9, 1
Cc1ccc(-n2c(SCC(N)=O)nnc2-c2ccc(S(=O)(=O)N3CCCCC3)cc2)c(C)c1
    -2, 1.6, 0, 16, -6, -26, 99*, 91*, 12
O=C(NN=Cc1ccc2c(c1)OCO2)NN=Cc1ccc2c(c1)OCO2
    ., 2.2, ., -9, 1, -3, -6, -1, 7
O=C(C1CCN(c2nnc(-n3cccc3)s2)CC1)N1CCc2ccccc2C1
    1, 1.4, -5, 1, -11, -16, 8, -2, 3
Cc1c(C(=O)N2CCOCC2)oc2ccccc12
    2, 0.2, -3, 5, 0, 0, -7, 8, 0
COc1cc(C2C(C#N)=C(N)OC3=C2C(=O)CCC3)cc2c1OCO2 (stereo not given)
    -8, 0.2, -6, 1, -6, 2, 1, -8, 1
CCCCN(C(=O)c1ccc(COc2ccccc2)o1)c1c(N)n(CC(C)C)c(=O)[nH]c1=O
    -14, 0.3, 1, -9, -2, 12, -13, -17, 0
N=c1n(Cc2ccccc2)c2ccccc2n1CC(O)c1ccccc1 (stereo not given)
    -11, 1.0, -3, 3, -4, -6, 6, 12, 6
CC1CCCCC1NC(=O)CSc1ccsc1[N+](=O)[O-] (stereo not given)
    ., 2.2, ., -5, -10, 10, 1, -8, 1
CC(C)CCNC(=O)c1ccc(OC2CCN(S(=O)(=O)N(C)C)CC2)cc1
    -16, 2.5, -8, -16, -4, 6, -7, 2, 4

# Going on with the list:
# Results follow in this order: CHO parental Ca, M1 ag parental, OXTR potentiator, CHO-K1 Ca antag, CHRM1 agonist, M1 PAM, M4 antag, M1 antag, CHRM4 agonist
CCCS(=O)(=O)NC(=O)C1(C)CCCN(C(=O)c2cccc(Cl)c2)C1 (stereo not given)
    ., -0.1, ., -9, -1, 0, -8, -2, 2
CCS(=O)(=O)N1CCN(c2ccc(Cl)cc2[N+](=O)[O-])CC1
    -7, 2.4, -2, -2, -6, 4, -1, -9, 4
COc1cc(C(=O)NNC(=O)NC2CCCCC2)cc(OC)c1OC
    -5, -0.3, 2, -6, -1, 5, -4, -2, 1
COc1ccccc1Cc1c(C2CCCCC2)nc2c3ccccc3ccn12
    ., -0.1, ., -7, ., ., -3, ., -1
COc1ccc2c(c1)c(=O)c(C(=O)c1ccc(F)cc1)cn2CC(=O)Nc1ccc(F)cc1
    -16, 0.8, 6, 4, -4, 9, -6, -5, 0
CC1(C)Cc2c(sc3nc[nH]c(=O)c23)CO1
    -9, -0.5, 1, 26*, -3, -9, -19, 7, 1
O=C(C1CCCO1)N1CCC(c2nc3ccccc3[nH]2)CC1 (stereo not given)
    -5, 0.4, 0, -26, -8, 5, 0, 1, 0
COc1cc(C(=O)Nc2cccc(-c3cn4cccnc4n3)c2)cc(OC)c1OC
    -8, 5.5, -10, -20, -4, -1, -6, -2, 12
COc1ccccc1/C=C/C(=O)NCC(=O)N/N=C(\CCC(=O)O)c1ccccc1
    1, -0.5, -10, -1, -8, 10, 6, -11, 1
O=C(CNC(=O)c1cc2ccccc2o1)NCc1cccs1
    -11, 0.4, -4, -5, -2, 7, -3, -34, 0
CCOC(=O)c1sc(NC(=O)/C=C/c2ccc(F)cc2)nc1C
    -12, -0.1, -8, 10, -7, -1, 7, 1, 1
COc1cc2c(cc1OC)CN(CC(=O)Nc1ccc(S(=O)(=O)N3CCCC3)cc1)CC2
    -6, 1.6, -1, -11, -5, -7, -6, 10, 6
CCCN1C2=NCCCN2c2ccccc21
    1, 0.4, -2, -18, -6, 9, 2, -14, 0
C=CCNC(=S)NNC(=O)c1ccccc1OCC
    -2, 0.4, -10, 2, -4, 5, 0, -6, 1
